# High-throughput results (PubChem)
# PPARg SRC1 recr – PPARgamma agonists recruiting SRC-1 coactivator, primary screen, biochemical. activation, % at 8 µM. Peroxisome proliferator-activated receptor gamma (Homo sapiens), P37231. actives 0.41% (n = 200,000). PPARgamma-SRC-1 coactivator recruitment biochemical assay; in the data active = activation above about 19%;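 note: 0% = DMSO and 100% = reference agonist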
# Target sequence (P37231 whole entry, looked up): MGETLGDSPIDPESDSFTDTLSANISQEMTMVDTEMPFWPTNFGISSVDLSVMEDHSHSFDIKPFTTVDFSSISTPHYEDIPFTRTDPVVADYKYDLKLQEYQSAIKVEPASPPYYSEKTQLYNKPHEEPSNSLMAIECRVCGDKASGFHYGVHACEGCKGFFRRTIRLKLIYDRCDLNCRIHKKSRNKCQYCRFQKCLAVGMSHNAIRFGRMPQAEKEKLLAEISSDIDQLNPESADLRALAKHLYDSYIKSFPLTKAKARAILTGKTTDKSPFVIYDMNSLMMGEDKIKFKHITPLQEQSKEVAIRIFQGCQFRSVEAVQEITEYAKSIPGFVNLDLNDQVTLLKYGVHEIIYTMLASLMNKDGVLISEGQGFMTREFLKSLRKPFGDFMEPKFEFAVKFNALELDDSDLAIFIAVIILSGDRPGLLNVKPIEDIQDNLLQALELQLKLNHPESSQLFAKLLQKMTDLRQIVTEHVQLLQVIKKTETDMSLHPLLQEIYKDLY
# HMGR II inh – inhibitors of E. faecalis class II HMGR, primary screen, biochemical, Enterococcus faecalis; HMG-CoA reductase (Enterococcus faecalis, mvaE); actives 0.41% (n = 190,000); AID 1066, 2008; purified E. faecalis HMGR, NADPH absorbance 340 nm kinetic; inhibition, % at 10 µM;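 active = inhibition above a set limit, the median over all tested compounds plus 3 SD, cut at about 9.5% in these data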;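 note: enzyme runs in reverse so mevalonate oxidation gives rising NADPH absorbance; 0% = complete reaction with DMSO and 100% = background rate lacking mevalonate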
# PPARg SRC2 recr – agonists of PPARg-SRC-2 recruitment, primary screen, biochemical, HTS; Peroxisome proliferator-activated receptor gamma (Homo sapiens), P37231; PPARgamma LBD-SRC-2 recruitment; actives 0.34% (n = 200,000); activation, % at 8 µM; AID 1032, 2008; in the data active = activation above about 22%;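 note: 0% = vehicle and 100% = reference agonist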
# SRC2 TRFRET art – TR-FRET signal artefacts, primary screen, artefact control for PPARgamma SRC-2 agonist project, biochemical | actives 0.4% (n = 200,000) | AID 1049, 2008 | TR-FRET ratio at 8 µM | TR-FRET artefact counter-screen; stronger effect = higher value; in the data active = TR-FRET ratio above about 2000; note: inactives centre near 1500
# bIAP act – bovine intestinal alkaline phosphatase activators, primary screen, biochemical, bovine IAP, CDP-star luminescence | AID 1016, 2008 | alkaline phosphatase, intestinal [Bos taurus] | purified bovine IAP, 30 min; stronger effect = higher value; fold of DMSO-control signal, blank-subtracted | activation factor at 20 µM | actives 0.17% (n = 200,000);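 active = activation factor of 2 or more at 20 µM, a signal rise over negative controls twice the positive control's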
# TNAP inh no acc – human TNAP enzyme inhibitors, primary screen, biochemical, luminescent, no phosphate acceptor, uHTS | purified TNAP, CDP-star luminescence, 30 min | Alkaline phosphatase, tissue-nonspecific isozyme (Homo sapiens), P05186 | inhibition, % at 20 µM | AID 1012, 2008 | actives 0.26% (n = 200,000);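 active = tissue-nonspecific alkaline phosphatase inhibition above about 50% at 20 µM in the single-dose screen, limit read from the data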;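 note: 0% = DMSO negative control and 100% = EDTA positive control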
# Target sequence (P05186 whole entry, looked up): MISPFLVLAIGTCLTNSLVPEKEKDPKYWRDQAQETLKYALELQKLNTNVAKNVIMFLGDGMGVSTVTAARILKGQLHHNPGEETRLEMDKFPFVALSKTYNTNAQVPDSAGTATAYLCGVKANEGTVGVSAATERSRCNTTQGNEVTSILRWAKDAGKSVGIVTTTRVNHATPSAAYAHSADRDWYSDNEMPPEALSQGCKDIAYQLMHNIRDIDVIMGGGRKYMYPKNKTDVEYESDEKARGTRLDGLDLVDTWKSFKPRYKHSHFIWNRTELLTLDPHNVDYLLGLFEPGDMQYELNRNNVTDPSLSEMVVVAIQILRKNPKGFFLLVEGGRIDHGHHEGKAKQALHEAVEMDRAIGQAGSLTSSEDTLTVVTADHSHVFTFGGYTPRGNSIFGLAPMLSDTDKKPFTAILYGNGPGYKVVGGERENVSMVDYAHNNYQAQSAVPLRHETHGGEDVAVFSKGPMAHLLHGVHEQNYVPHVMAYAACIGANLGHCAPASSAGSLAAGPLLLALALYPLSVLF
# bIAP inhibitor – bovine intestinal alkaline phosphatase inhibitors, primary screen, selectivity assay for TNAP inhibitor project, biochemical, bovine IAP, CDP-star luminescence | alkaline phosphatase, intestinal [Bos taurus] | purified bovine IAP, 30 min | inhibition, % at 20 µM | 190,000 tested, under 10 active;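 active = over 50% inhibition of intestinal alkaline phosphatase at 20 µM in the single-dose screen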
#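 System: Purified bovine intestinal alkaline phosphatase (IAP) enzyme | Input: IAP diluted 1/65,000,000 in the well | Also added: CDP-star chemiluminescent phosphatase substrate, 30 µM final | Dosing: 20 µM single dose | Times: Enzyme reaction for 30 min at room temperature | Detection: Luminescence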
# PPARg SRC3 recr – PPARgamma agonists recruiting SRC-3 coactivator, primary screen, biochemical. biochemical PPARgamma/SRC-3 coactivator recruitment assay. Peroxisome proliferator-activated receptor gamma (Homo sapiens), P37231. activation, % at 8 µM. actives 0.26% (n = 200,000); in the data active = activation above about 23%;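 note: 0% = DMSO and 100% = reference agonist; some compounds past the cut are filed as inactive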
# TNAP act hi DEA – TNAP activators at high phosphate acceptor level, primary screen, biochemical, luminescence, uHTS; Alkaline phosphatase, tissue-nonspecific isozyme (Homo sapiens), P05186; purified TNAP, CDP-star luminescence, 1 M DEA, 30 min; stronger effect = higher value; 0 = EDTA background, 1 = DMSO-only activity; activation factor at 20 µM; 200,000 tested, under 10 active; AID 1136, 2008;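 active = activation factor at least 2 at 20 µM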
#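 Control set: EDTA negative control, DMSO positive control / Assay system: human TNAP / Quantity: TNAP 1/800 final / Evaluation: TNAP activation factor scaled between EDTA and DMSO control wells / Measured by: luminescent substrate turnover signal / Compound dosing: one dose, 20 µM / Times: 30 min enzyme reaction at room temperature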
# TNAP inh hiacc – human TNAP enzyme inhibitors, primary screen, biochemical, luminescent, high phosphate acceptor level, uHTS; Alkaline phosphatase, tissue-nonspecific isozyme (Homo sapiens), P05186; purified TNAP, CDP-star luminescence, 1 M DEA; inhibition, % at 20 µM; actives 0.03% (n = 200,000);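 active = over 50% inhibition of tissue-nonspecific alkaline phosphatase at 20 µM in the single-dose screen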;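 note: plate controls were DMSO wells for no effect and EDTA-quenched wells as full inhibition for full effect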
# Numbers without * were called inactive.
SMILES,PPARg SRC1 recr,HMGR II inh,PPARg SRC2 recr,SRC2 TRFRET art,bIAP act,TNAP inh no acc,bIAP inhibitor,PPARg SRC3 recr,TNAP act hi DEA,TNAP inh hiacc
CC(=O)N1CCN(C(=S)NC(=O)C23CC4CC(CC(C4)C2)C3)CC1,4.5,-1.1,5.6,1734,1,-16.1,0.5,2.5,1,-4.9
Cn1nnc(NC(=O)c2ccccc2)n1,1.8,-3.3,6.8,1525,1.1,-7.3,-6.9,-12.7,1,1.6
COC(c1ccccc1)c1nnc(CCC(=O)N(C)Cc2cccc(-n3cccn3)c2)o1 (centres undefined),4.3,-6.7,-1.6,1610,1,-5.0,0.7,2.0,1,0.2
O=C(CSc1nnc(-c2cccnc2)n1-c1ccccc1)N1CCN(c2ccc(F)cc2)CC1,4.9,-8.9,-0.3,1574,1,-6.6,3.7,8.1,1,0.7
O=C(Nc1cccc(-c2nnc(-c3ccccc3)o2)c1)C1CCCO1 (centres undefined),1.1,-3.6,8.4,1609,1.1,-8.1,-13.5,1.5,1,-3.2
COc1ccc(OCC(=O)NC(=S)Nc2ccc(N3CCOCC3)c(Cl)c2)cc1,1.4,-1.1,0.6,1365,0.8,-0.9,15.8,6.7,1,-1.1
COc1ccc(CN2C(=O)c3ccccc3C2C(=O)NC2CCCCCC2)c(OC)c1 (centres undefined),5.6,-5.1,3.4,1598,1.2,-62.1,-22.5,1.5,1,-0.3
Cc1noc(C)c1C(=O)Nc1ccc(F)cc1,-5.0,-5.2,-5.9,1424,1,-1.7,-3.4,0.1,1,3.5
CCN(CC)CCCN(Cc1cc2cc(OC)ccc2[nH]c1=O)C(=O)Nc1ccc(F)cc1,3.0,-3.2,2.8,1657,1,-10.0,-0.5,4.6,1,-0.4
CN1CCCCc2c1nc1ccccc1c2N (tested in a mixture with another compound),-8.3,-0.4,-0.7,1615,0.9,-8.8,13.3,-8.2,1,-2.0
N#Cc1cc(Oc2cccnc2)c(Oc2cccnc2)cc1C#N,-4.5,-2.4,-8.9,1432,1,-13.8,3.8,5.7,1,-4.1
CCOC(=O)Cc1csc(NC(=O)CSc2nnc(-c3ccc(OC)cc3)n2C)n1,-0.9,1.8,-2.4,1581,1,-2.8,-1.3,-2.7,1,1.8
CC1(C)CC(=O)C2=C(C1)N(c1ccc(F)cc1)C(=O)NC2(C(F)(F)F)C(F)(F)F,-2.1,-3.4,2.9,1442,1,-8.0,-0.1,3.0,1,-4.1
COc1cc2c(=O)n(Cc3ccccc3)c(=O)n(CC(=O)NCCc3ccccc3)c2cc1OC,-2.3,-3.3,8.7,1490,1,-4.3,4.8,-10.8,1,0.8
Cc1cc(C)c(NC(=O)C2CCCN2CCC(C)C)c(C)c1 (centres undefined),2.3,-2.1,9.2,1588,0.7,-10.5,25.4,4.2,1,-4.0
C/C(=N\N1CCN(c2ccccc2)CC1)c1ccncc1,0.3,0.0,0.4,1578,0.9,-10.7,5.8,2.3,1,-4.5
CCOc1ccccc1-n1cnc(C#N)c1N,8.0,-4.1,-4.4,1568,1,-1.4,1.2,-0.1,1,-4.1
CCCN(CCC)S(=O)(=O)c1ccc(NC(=O)C2CCCO2)cc1 (centres undefined),-0.9,-6.2,-9.5,1302,1,-9.7,2.0,-1.6,1,-2.3
COc1cccc(C2C(C#N)=C(N)Oc3c2oc(CO)cc3=O)c1 (centres undefined),-1.6,-5.9,3.4,1594,1,1.8,-0.3,5.0,1,4.5
O=C(CC1CCCCC1)OCn1nnc2ccccc2c1=O,3.0,1.5,3.4,1559,0.9,-12.4,10.0,1.8,1.1,-6.6
CCOC(=O)CNC(=O)CSc1ncnc2c1cnn2-c1ccc(Cl)cc1,3.5,-3.1,-2.6,1426,0.9,-14.3,8.9,-1.1,1.1,-6.5
CC(NC(=O)CCc1nnc(CCCc2ccccc2)o1)c1ccccc1 (centres undefined),-1.6,-2.4,-1.7,1423,1.2,-5.8,-20.8,0.2,1,0.4
Cc1ccsc1/C=N/n1c(C2CCCCC2)n[nH]c1=S,7.2,2.3,18.5,1616,1.3,29.3,-27.1,1.6,0.9,5.2
Cc1cc(C(=O)COC(=O)c2ccc[nH]c2=O)c(C)n1-c1ccc(F)cc1,8.1,4.4,13.3,1677,1,-13.8,3.9,8.0,1,0.0

# Two entries from above, with each value named:
> COc1cccc(C2C(C#N)=C(N)Oc3c2oc(CO)cc3=O)c1 (centres undefined)
  PPARg SRC1 recr: -1.6 | HMGR II inh: -5.9 | PPARg SRC2 recr: 3.4 | SRC2 TRFRET art: 1594 | bIAP act: 1 | TNAP inh no acc: 1.8 | bIAP inhibitor: -0.3 | PPARg SRC3 recr: 5.0 | TNAP act hi DEA: 1 | TNAP inh hiacc: 4.5

> O=C(CC1CCCCC1)OCn1nnc2ccccc2c1=O
  PPARg SRC1 recr: 3.0 | HMGR II inh: 1.5 | PPARg SRC2 recr: 3.4 | SRC2 TRFRET art: 1559 | bIAP act: 0.9 | TNAP inh no acc: -12.4 | bIAP inhibitor: 10.0 | PPARg SRC3 recr: 1.8 | TNAP act hi DEA: 1.1 | TNAP inh hiacc: -6.6

# Single values from the entries so far:
# CC(NC(=O)CCc1nnc(CCCc2ccccc2)o1)c1ccccc1 (centres undefined) @ HMGR II inh = -2.4
# O=C(CC1CCCCC1)OCn1nnc2ccccc2c1=O @ bIAP act = 0.9
# CC1(C)CC(=O)C2=C(C1)N(c1ccc(F)cc1)C(=O)NC2(C(F)(F)F)C(F)(F)F @ SRC2 TRFRET art = 1442

# (next part)
SMILES,PPARg SRC1 recr,HMGR II inh,PPARg SRC2 recr,SRC2 TRFRET art,bIAP act,TNAP inh no acc,bIAP inhibitor,PPARg SRC3 recr,TNAP act hi DEA,TNAP inh hiacc
O=C(OCc1cn(-c2ccc(Cl)c(Cl)c2)nn1)c1ccccc1,-1.1,-5.1,1.7,1615,1,-8.8,-1.8,-11.7,1,-3.8
CCOc1ccc(/C=N/NC(=O)c2c(C)n(C)c3ccc(OC)cc23)cc1,4.1,-4.0,-1.6,1654,1,-6.0,3.2,2.6,1.1,-8.3
S=c1[nH]nc(-c2ccc(Cl)cc2)n1CCCN1CCOCC1,9.6,-5.2,2.5,1652,0.8,5.8,15.3,5.0,1,-3.6
Cc1cccc(-n2c(SCC(=O)N3CCCC3)nc3n[nH]c(C)c3c2=N)c1,6.8,-3.8,0.6,1507,0.8,-79.1,23.1,5.7,1,-1.8
COc1ccc(C)cc1NC(=O)CN1CCN(S(=O)(=O)c2ccc(C(C)C)cc2)CC1,7.4,0.7,7.6,1591,1,-23.1,2.2,-3.1,1.1,-8.9
O=C(N/N=C/c1cccnc1)c1ccc([N+](=O)[O-])cc1,-0.6,-10.2,0.3,1524,1,-7.7,4.6,-12.2,1,-4.1
Cc1cc(C)c(NC(=O)CCCSc2nnc(N)s2)c(C)c1,5.1,-7.5,-6.8,1728,1,-1.4,1.6,-0.1,1,0.1
Cc1cccc(-c2noc(CNC(=O)Nc3ccc(F)cc3)n2)c1,-7.2,-3.4,2.0,1684,1,-9.4,2.8,3.9,1,-4.3
C#CCOCCOCCOCCNc1nc(N2CCN(C(=O)[C@H](C)n3cc(CCCN=C(N)N)nn3)CC2)nc(N2CCN(C(=O)[C@H](C)n3cc(CCCN=C(N)N)nn3)CC2)n1,-1.5,-3.6,7.3,1417,0.9,-16.4,8.7,-2.5,1,-3.7
COc1ccc(N2CCN(C(=O)Cn3cnc4c3c(=O)n(C)c(=O)n4C)CC2)cc1,2.2,-4.5,3.0,1573,1.1,-4.8,-5.7,0.4,1.1,-6.0
CCOc1ccc(CC2S/C(=N/N=C/c3ccco3)NC2=O)cc1 (centres undefined),-3.0,-0.4,-1.4,1356,0.8,-1.2,21.4,1.6,1,-2.7
COc1cccc(-n2nnnc2SCC(=O)c2ccc(NC(C)=O)cc2)c1,9.6,0.2,10.7,1526,0.9,-12.1,5.3,1.4,1.1,-8.0
COc1ccc(-n2c(C)cc(C(=O)Cn3nc(C(=O)O)c4ccccc4c3=O)c2C)cc1,-10.1,-0.4,-7.5,1616,1,-6.5,2.8,-2.2,1,-2.9
Cc1csc(NC(=O)CN2C(=O)C3CC=CCC3C2=O)n1 (centres undefined),2.7,-3.3,11.0,1460,0.9,-14.6,14.3,13.1,1,-3.6
Cc1ccc(C(=O)COC(=O)CNC(=O)C(c2ccccc2)c2ccccc2)cc1[N+](=O)[O-],-6.9,-8.2,-1.6,1399,1,-5.0,1.7,1.0,1,-2.1
CCC1=C(OC(=O)c2ccccc2)C(C)(C)C(c2ccccc2)OC1=O (centres undefined),3.3,-2.1,9.2,1471,0.9,-8.4,9.7,6.1,1,-3.3
Cc1ccc(-n2nc(C)c3c2OC(N)=C(C#N)C3c2ccc(C)o2)cc1 (centres undefined),5.8,-6.5,2.8,1478,0.9,-2.5,10.5,5.2,0.9,6.0
Cc1[nH]c2ccccc2c1C(=O)COc1ccccc1,7.2,-3.4,7.7,1510,0.9,-13.9,9.3,1.9,1,-4.9
Cc1nn(-c2ccccn2)c2c1-c1nc(N3CCOCC3)ncc1CC2,22.1*,0.8,0.6,1572,1.1,-10.1,-13.4,-5.6,1,-3.9
O=C1CCCN1CCCNc1ncnc2c1cnn2-c1ccc(Cl)cc1,6.7,-1.7,7.3,1714,1.1,-4.2,-8.2,2.4,1,1.8
C=CC1=C(C(=O)O)N2C(=O)C(NC(=O)Cc3ccccc3)C2SC1 (centres undefined),-0.2,-4.2,5.8,1403,1,-17.3,-1.4,-5.7,1.1,-5.9
CN(C)CC(C(=O)c1ccccc1)c1ccccc1 (centres undefined),-0.6,1.4,-3.0,1538,0.9,-9.5,9.0,-1.4,1,0.9
COC(=O)C1CCN(C(=O)C(C)Oc2ccc(Cl)cc2Cl)CC1 (centres undefined),4.6,-3.9,13.2,1610,1.2,-7.2,-19.9,11.7,1,-0.6
COc1ccc(NC(=O)N2CCC(n3nnc4cc(C)ccc43)CC2)cc1,-1.9,2.2,6.1,1822,1,-7.3,1.5,-8.8,1,-0.4
c1ccc(NCc2nnc3n2CCCCC3)cc1,9.2,-5.1,0.5,1575,0.9,-12.1,10.3,1.1,1,-1.3
COc1ccc(NC(=O)C(OC(=O)c2ccc([N+](=O)[O-])o2)c2ccccc2)cc1Cl (centres undefined),-2.3,-0.2,-1.2,1519,1,2.8,1.5,3.4,1,0.4
Cc1ccc(C)n1-c1ccc(C(=O)NN)cc1,0.9,2.4,-2.9,1608,0.9,-27.2,11.2,-1.7,1.1,-6.5

# This is a random part of the collection (roughly 1.6% active in at least one column).
